hIAP activ: human IAP activation | P09923 | purified human IAP, CDP-Star luminescence, 30 min; hits give high values; 1 = vehicle-only enzyme, 0 = enzyme-free background | activation factor at 10 µM | hit rate 0.16% among 330,000;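 active = activation factor of the enzyme at least 2-fold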; also: the source names both 10 and 20 µM as test concentration; values of inactives mirror those of a sister screen read the other way
Target sequence (P09923 whole entry, looked up): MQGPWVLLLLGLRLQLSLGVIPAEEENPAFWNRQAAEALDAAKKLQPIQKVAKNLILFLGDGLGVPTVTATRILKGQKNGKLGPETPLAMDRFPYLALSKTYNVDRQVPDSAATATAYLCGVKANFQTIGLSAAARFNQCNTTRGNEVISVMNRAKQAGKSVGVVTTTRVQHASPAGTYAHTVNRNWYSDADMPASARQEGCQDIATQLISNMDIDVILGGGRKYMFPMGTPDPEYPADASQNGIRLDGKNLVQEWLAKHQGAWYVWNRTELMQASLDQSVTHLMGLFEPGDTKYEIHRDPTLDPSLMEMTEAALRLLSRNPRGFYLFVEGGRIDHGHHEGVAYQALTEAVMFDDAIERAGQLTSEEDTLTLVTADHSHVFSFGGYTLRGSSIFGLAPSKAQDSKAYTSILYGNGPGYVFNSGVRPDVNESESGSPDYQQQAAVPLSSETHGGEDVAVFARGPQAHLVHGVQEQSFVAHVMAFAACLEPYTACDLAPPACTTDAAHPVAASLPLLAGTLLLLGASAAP
mIAP block: blocks mouse intestinal alkaline phosphatase. purified mouse IAP, CDP-Star luminescence, 30 min. inhibition, % at 10 µM. hit rate 0.2% among 330,000. AID 2806;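 active = inhibition of at least 40% at 10 µM in the primary screen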;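 also: plate controls were DMSO with enzyme for no effect and no enzyme wells for full effect; values of inactives mirror those of a sister screen read the other way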
ATG4B inhibitor: blocks human ATG4B protease cleavage of LC3 substrate; ATG4B cleavage of LC3-PLA2, NBD-HPC fluorescence, 1 h; inhibition, % at 8.33 µM; hit rate 0.51% among 340,000; in the data active = inhibition above about 40%
Target sequence (Q9Y4P1 whole entry, looked up): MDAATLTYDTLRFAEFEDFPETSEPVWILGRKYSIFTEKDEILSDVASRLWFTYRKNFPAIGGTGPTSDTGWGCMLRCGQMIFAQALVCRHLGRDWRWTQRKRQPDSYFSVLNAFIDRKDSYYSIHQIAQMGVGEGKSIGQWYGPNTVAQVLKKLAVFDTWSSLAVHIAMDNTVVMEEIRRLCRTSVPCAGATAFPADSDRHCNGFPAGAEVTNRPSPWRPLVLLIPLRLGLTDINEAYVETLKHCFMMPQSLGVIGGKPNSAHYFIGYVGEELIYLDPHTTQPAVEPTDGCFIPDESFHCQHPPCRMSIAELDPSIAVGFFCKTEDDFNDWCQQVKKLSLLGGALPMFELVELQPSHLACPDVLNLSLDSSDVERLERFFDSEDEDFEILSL
hIAP inh: human IAP inhibition; P09923; purified IAP, CDP-Star luminescence, 30 min; inhibition, % at 10 µM; hit rate 0.12% among 330,000;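 active = inhibition reaching a set limit with compound at 10 µM in the primary screen, cut at about 35% in these data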;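 also: plate controls were DMSO wells with enzyme for no effect and no-enzyme buffer wells for full effect; values of inactives mirror those of a sister screen read the other way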
mIAP act: mouse IAP activation | hit rate 0.24% among 330,000 | muIAP, CDP-Star luminescence, 30 min; hits give high values; 1 = vehicle-only enzyme signal, 0 = enzyme-free wells | activation factor at 10 µM;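 active = activation factor of at least 2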; also: the source names both 10 and 20 µM as test concentration; values of inactives mirror those of a sister screen read the other way
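Assay system: mouse IAP enzyme / Compound: DMSO-dissolved test compounds / Timing: 30 min, room temperature / Measured by: luminescence from enzymatic CDP-Star hydrolysis / Control set: DMSO-only wells, enzyme-free buffer wells as negative control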
APOBEC3A inh: inhibitors of human APOBEC3A DNA deaminase; recombinant A3A, FAM/TAMRA ssDNA deamination fluorescence; inhibition, % at 20 µM; hit rate 0.41% among 330,000; AID 493011;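 active = at least 40% inhibition at 20 µM here, with at most 30% in a related deaminase screen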;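 also: plate controls were A3A with DMSO for no effect and wells lacking A3A enzyme for full effect; some results filed as inactive read as strong as hits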
PfG6PD inh: PfG6PD (Plasmodium falciparum) enzyme inhibition; PfGluPho enzyme, NADPH resazurin-diaphorase fluorescence; inhibition, % at 20 µM; hit rate 0.78% among 350,000;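 active = inhibition reaching at least a set limit at 20 µM in the primary screen, cut at about 59% in these data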;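 also: 0% = DMSO wells with substrate and 100% = DMSO wells lacking glucose-6-phosphate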
HKDC1 inhibitor: HKDC1 (human) hexokinase inhibition; Q2TB90; recombinant HKDC1, G6PDH/diaphorase resazurin coupled fluorescence; inhibition, % at 20 µM; hit rate 0.16% among 340,000; AID 493160;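 active = inhibition above about 35% when tested at 20 µM, limit read from the data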;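 also: plate controls were DMSO wells with enzyme for no effect and DMSO wells lacking enzyme for full effect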
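Incubation: 90 min at room temperature in dark / Material: recombinant HKDC1 (HK5) hexokinase enzyme, produced in-house / Quantity: enzyme 5 µg/mL final / Compound: one dose of 20 µM, 1% DMSO / Reagent: glucose and ATP substrates / Buffer or medium: Tris pH 8.0 buffer with MgCl2, Tween-20, BSA, BME / Technique: resorufin fluorescence at 613 nm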
Starred values were filed as active, the others as inactive; . = no result given.

SMILES	hIAP activ	mIAP block	ATG4B inhibitor	hIAP inh	mIAP act	APOBEC3A inh	PfG6PD inh	HKDC1 inhibitor
CC[C@]12c3[nH]c4cc(-c5ccco5)ccc4c3CCN1C(=O)[C@@H](CC(=O)NC/C=C(\C)CCC=C(C)C)C[C@@H]2C(=O)N1CCN(C(=O)c2ccco2)CC1	.	-16	.	.	1.2	0	25	5
COCCn1nnnc1C(c1ccccc1OC)N1CCN(C(=O)c2ccco2)CC1 (stereo not given)	0.98	-9	1	2	1.1	3	-26	-6
COc1ccc(CNC(=O)C/C(C)=N/NC(=O)c2ccc([N+](=O)[O-])cc2Cl)cc1	0.96	9	0	4	0.91	-3	1	10
C/C(=N/NC(=O)CNC(=O)c1cccnc1)c1ccc([N+](=O)[O-])cc1	1.1	1	-8	-10	0.99	1	11	-14
Cc1cc(C)c(NC(=O)CNC(=O)c2cc(C3CC3)nn2-c2ccccc2)c(C)c1	0.93	-10	7	7	1.1	-1	-7	-2
N/C(=N\NS(=O)(=O)c1ccccc1)c1ccccn1	1.2	-1	-1	-15	1	-6	-1	-3
COc1ccc(OC)c(NC(=O)CCN2CCN(c3ccccc3)CC2)c1	0.86	-2	-12	14	1	-5	1	-9
O=C(CC(Nc1ccccc1)C(=O)O)c1ccccc1 (stereo not given)	1	6	-2	-1	0.94	-1	13	0
O=C(NCc1cccs1)C1CCCN(S(=O)(=O)c2cccs2)C1 (stereo not given)	0.99	-4	-12	1	1	-1	-9	4
CCc1ccc(S(=O)(=O)N2CCN(Cc3ccco3)CC2)cc1	0.91	1	1	9	0.99	-4	-10	0
O=C1NN=C(c2ccccc2)CC1c1ccc(Cl)cc1Cl (stereo not given)	1.1	0	14	-12	1	2	-14	5
O=C(CSc1nc(-c2ccco2)cc(C(F)(F)F)n1)Nc1ccccc1C(F)(F)F	0.92	22	-8	8	0.78	-5	4	-1
CC(=O)Nc1ccc(NC(=O)C2CCCCN2S(=O)(=O)c2ccc(C(C)(C)C)cc2)cc1 (stereo not given)	0.92	-11	-15	8	1.1	1	-10	4
Cc1ccc(S(=O)(=O)N2CCOCC2)s1	1	1	-7	-3	0.99	-1	-10	2
O=C(NC1CCS(=O)(=O)C1)C1C2CC3CC(C2)CC1C3 (stereo not given)	1.1	-15	2	-13	1.2	5	-3	-4
CC(C)Cc1nnc(NC(=O)CCc2ccccc2)s1	0.9	6	2	10	0.94	-4	12	-5
CN(C)CCNc1nc(-c2ccco2)c2c(c1C#N)CC(C)(C)OC2	0.78	7	1	22	0.93	-2	-6	-7
Cc1cc(C)cc(NC(=O)C(=O)NCCc2c[nH]c3ccccc23)c1	0.95	3	-12	5	0.97	-3	20	1
CCc1c(C)c2ccc(OC(C)C(=O)NC(Cc3c[nH]c4ccc(O)cc34)C(=O)O)c(C)c2oc1=O (stereo not given)	0.89	16	-28	12	0.84	2	6	5
C=CCN1C(=NC(=O)CC)SC2CS(=O)(=O)CC21 (stereo not given)	1.1	7	0	-7	0.93	0	-17	5
CN1CCN(c2ncnc3c2c(-c2ccccc2)cn3-c2ccc(F)cc2)CC1	1.1	-8	-1	-10	1.1	-6	6	1
CCCn1c(C)cc(C(=O)COc2ncnc3sccc23)c1C	0.93	-3	-5	7	1	0	-4	5
O=c1[nH]c(SCc2ccc(Cl)cc2)nc2ccsc12	0.95	3	8	5	0.97	-4	-16	4
C/C(CC(=O)Nc1cc(Cl)ccc1C)=N\NC(N)=O	1.1	6	1	-7	0.94	7	-12	-4
Cc1cc(NC(=O)CSCc2ccccc2)no1	0.85	3	-4	14	0.97	-1	8	-10
SMILES	hIAP activ	mIAP block	ATG4B inhibitor	hIAP inh	mIAP act	APOBEC3A inh	PfG6PD inh	HKDC1 inhibitor
COc1ccc(CCN(C)C(=O)c2cc(-c3ccccc3)nc3ccccc23)cc1OC	1.1	4	-8	-7	0.96	-5	3	-4
CC(CC(=O)Nc1cc(S(=O)(=O)N2CCOCC2)ccc1OCC(F)(F)F)c1ccccc1 (stereo not given)	0.98	-7	-10	2	1.1	0	9	-6
COC(=O)CNC(=O)C(Cc1ccccc1)NS(=O)(=O)c1ccc2c(c1)c(=O)n(C)c(=O)n2C (stereo not given)	0.98	-2	-6	2	1	-4	-5	-13
CCOc1ccc(CCNC(=O)C2CC(=O)N(CCc3ccc(OC)c(OC)c3)C2)cc1OCC (stereo not given)	1	3	-5	-2	0.97	3	-14	-2
Cc1cc2c3c(c1C)C1(C(=O)N3C(C)(C)CC2C)C(C#N)=C(N)Oc2n[nH]c(C)c21 (stereo not given)	0.96	-7	-7	4	1.1	2	-18	13
CCc1ccc(NC(=O)CSc2nc(=O)n3cc(C)ccc3n2)cc1	0.91	5	-12	9	0.95	-5	9	-4
Nn1c(SCc2cc([N+](=O)[O-])cc3c2OCOC3)nnc1-c1ccccn1	1	-7	-5	-3	1.1	0	-3	3
CCNC(=O)COc1ccc(/C=C2\COc3ccccc3C2=O)cc1OC	1.2	3	-2	-16	0.97	-3	-8	5
CCOC(=O)c1oc2c(CN3CCCCC3C)c(O)ccc2c(=O)c1-c1ccc(OC)c(OC)c1 (stereo not given)	0.98	5	-5	2	0.95	0	-13	-4
CN(C)c1ccc(C(CNC(=O)c2ccco2)N2CCCC2)cc1 (stereo not given)	1	1	3	-4	0.99	-6	-10	-4
Cn1nc(C(C)(C)C)cc1C(=O)NNC(=O)c1cccc(Cl)c1	1	-11	0	0	1.1	-5	1	-6
CCc1nc2ccccc2c(C(=O)Nc2cc(C)ccc2C)c1C	1.1	2	0	-13	0.98	1	0	-5
N#Cc1c(NC(=S)NC(=O)C2CCCC2)sc2c1CCCCC2	0.96	20	74*	4	0.8	1	-11	8
N#Cc1cc(S(=O)(=O)c2ccc(F)cc2)c(N)[nH]c1=O	1	6	-2	-1	0.94	-2	-19	-9
O=C(CSc1nncs1)Nc1ccc(Cl)cn1	1.1	4	5	-11	0.96	-1	12	-5
CN(C)C(=O)c1ccc(NC(=O)c2ccc(-c3ccc(Cl)cc3)o2)cc1	1.1	2	-2	-14	0.98	26	6	0
O=C(/C=C\c1cn(-c2ccccc2)nc1-c1cccs1)N1CCOCC1	1	2	-19	0	0.98	1	-15	-3
C[C@@H]1C=C(C(=O)N2CCOCC2)O[C@H](OCc2ccc(CO)cc2)C1	0.95	-1	-2	5	1	2	-27	4
CN(C)/C=C1\C(=O)N(c2ccc(Cl)c(Cl)c2)CS1(=O)=O	1.1	9	1	-12	0.91	-3	3	-10
Cc1noc(-c2ccc(Cl)cc2)c1C(=O)O/N=C(\N)c1ccc(C(C)(C)C)cc1	1.2	5	2	-16	0.95	12	23	2
CCNc1nc(-c2ccc(OC(F)F)cc2)c(C)s1	1	-1	3	0	1	-3	9	-5
O=C(O)c1ccc(Sc2nnnn2-c2ccccc2)c([N+](=O)[O-])c1	1	-7	-12	-3	1.1	-1	-6	1
COc1ccc(C(=O)NCc2nnc(SCC(=O)Nc3nc4ccccc4s3)o2)cc1OC	0.98	14	2	2	0.86	-2	-37	15
Cn1c(=O)[nH]c(Nc2ccc(F)cc2)c([N+](=O)[O-])c1=O	1	-1	6	-2	1	1	1	3
COc1ccc(N2CCN(C(=O)CCc3c[nH]c4ccccc34)CC2)cc1	1	4	-6	-4	0.95	-5	11	18

Profiles, looked up by structure. Order of screens: hIAP activ, mIAP block, ATG4B inhibitor, hIAP inh, mIAP act, APOBEC3A inh, PfG6PD inh, HKDC1 inhibitor
Entry for CC(CC(=O)Nc1cc(S(=O)(=O)N2CCOCC2)ccc1OCC(F)(F)F)c1ccccc1 (stereo not given) → 0.98, -7, -10, 2, 1.1, 0, 9, -6
Entry for CCOc1ccc(CCNC(=O)C2CC(=O)N(CCc3ccc(OC)c(OC)c3)C2)cc1OCC (stereo not given) → 1, 3, -5, -2, 0.97, 3, -14, -2
Entry for Nn1c(SCc2cc([N+](=O)[O-])cc3c2OCOC3)nnc1-c1ccccn1 → 1, -7, -5, -3, 1.1, 0, -3, 3

More results.
SMILES	hIAP activ	mIAP block	ATG4B inhibitor	hIAP inh	mIAP act	APOBEC3A inh	PfG6PD inh	HKDC1 inhibitor
CCOC(=O)CN1C(=O)S/C(=C/c2ccc3c(c2)n(C)c(=O)n3C)C1=O	1	-2	-11	-2	1	2	14	-2
CC(C)NC(=O)C1CCN(C2CCN(C(=O)c3ccc4cccc(F)c4n3)CC2)CC1	0.99	-8	-8	1	1.1	-1	0	0
Nc1ncnc2c1ncn2C1CCCC1	1.1	-4	8	-8	1	1	-8	-6
O=C(O)CSc1c(-c2ccccc2)[nH]c2ccccc12	1.1	1	-7	-6	0.99	-1	-2	16
COc1ccc(Cc2nnc(SC)[nH]c2=O)cc1OC	0.95	-1	-7	5	1	-3	-21	4
Cc1ccc(-c2nnn(CC(=O)N(c3ccccc3)C(C(=O)NC3CCCC3)c3ccncc3)n2)o1 (stereo not given)	0.82	3	-5	18	0.97	-1	5	1
COc1ccc(CNC(=O)C2CC(c3ccccc3[N+](=O)[O-])=NO2)cc1 (stereo not given)	1	-12	0	0	1.1	-3	2	-3
COc1cc2c(cc1OC)-c1cc(NC3CCCC3)nc(=O)n1CC2	1.3	-8	-10	-30	1.1	-1	7	6
CC(NC(=O)c1ccc(CS(C)(=O)=O)cc1)c1ccc(-n2ccnc2)cc1 (stereo not given)	1.2	4	7	-25	0.96	-1	-12	-8
O=C(O)c1cccc(-n2cccc2/C=C2\NC(=O)N(Cc3ccc(F)cc3)C2=O)c1	0.85	14	6	15	0.86	87*	-10	0
Cc1cccc(NC(=O)C2CCCN(S(=O)(=O)c3c(C)nn(C)c3C)C2)c1 (stereo not given)	0.99	-7	5	1	1.1	0	-42	-4
O=C(NCCCN1CCOCC1)c1ccc2c(=O)n(Cc3ccccc3)c(=S)[nH]c2c1	0.8	4	5	20	0.96	0	-11	-4
Cc1c(Cl)cnc(NC(=O)COC(=O)c2ccncc2)c1Cl	0.93	6	4	8	0.94	4	18	11
C=CCn1c(SCC(=O)N(CC)C2CCS(=O)(=O)C2)nc2ccccc2c1=O (stereo not given)	1.1	2	0	-14	0.97	0	-5	-5
CN(Cc1nccn1C)C(=O)CC1C(=O)NCCN1Cc1cccc(Oc2ccccc2)c1 (stereo not given)	1.4	9	14	-41	0.91	-3	-12	-13
Cc1nccn1CC(O)Cn1c2ccccc2c2ccccc21 (stereo not given)	1.1	-5	-9	-13	1.1	7	10	-4
CCc1ccc2c(c1)cc(C)c1nnc(SCC(=O)Nc3cc(OC)c(OC)cc3C(=O)O)n12	1.1	-1	-6	-8	1	3	-5	-1
CC(C)(C)c1nc2ccccc2c2nnc(SCC(=O)Nc3nc4ccccc4s3)n12	0.84	4	12	16	0.95	-2	5	8
CCOC(=O)C1=C(C)NC(C)=C(C(=O)OCC)C1C(=O)OCC(N)=O	1.1	0	-4	-7	1	-3	0	-1
Cc1cccc(NC(=O)c2ccc(NCC3CCCO3)c([N+](=O)[O-])c2)c1 (stereo not given)	0.93	-3	-13	7	1	-3	3	7
O=C(N/N=C/c1ccncc1)C12CC3CC(CC(C3)C1)C2	0.99	-6	-7	1	1.1	-4	5	-4
CCC(=O)N(c1nnc(SCC(=O)Nc2ccc(N3CCOCC3)cc2)s1)C1CC1	1.1	6	6	-8	0.94	-4	6	26

Bioassay records: PubChem, Sanford-Burnham Center for Chemical Genomics
